OXTR ag: human OXTR agonists, primary screen, fluorescence, CHO-OTR cells, Fluo-8 calcium; Fluo-8 calcium fluorescence; normalized: DMSO 0%, oxytocin 100%; activation, % at 3 µM; AID 2435, 2010; 320,000 tested, 0.32% active; Oxytocin receptor (Homo sapiens), P30559;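 active means activation above the mean of all tested compounds plus 3 SD, cutoff set per screening run, cut at about 20% in these data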;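 further: peak over basal fluorescence ratio from a 100 s FLIPR kinetic read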
Target sequence (P30559 whole entry, looked up): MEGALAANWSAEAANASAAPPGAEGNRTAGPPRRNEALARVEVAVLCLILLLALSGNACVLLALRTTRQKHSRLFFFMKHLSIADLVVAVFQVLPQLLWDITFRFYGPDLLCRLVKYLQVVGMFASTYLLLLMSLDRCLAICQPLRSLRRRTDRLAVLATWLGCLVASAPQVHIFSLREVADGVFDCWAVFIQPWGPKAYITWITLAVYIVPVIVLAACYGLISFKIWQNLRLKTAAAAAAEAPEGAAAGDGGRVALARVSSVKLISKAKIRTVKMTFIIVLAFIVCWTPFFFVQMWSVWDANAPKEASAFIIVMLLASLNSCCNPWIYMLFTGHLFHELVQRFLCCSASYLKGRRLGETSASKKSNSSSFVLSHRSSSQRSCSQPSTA
VIM-2 inh: VIM-2 metallo-beta-lactamase inhibitors, primary screen, biochemical, epi-absorbance readout, Pseudomonas aeruginosa enzyme; AID 1527, 2009; purified VIM-2, nitrocefin hydrolysis, epi-absorbance fluorescence; inhibition, % at 5.6 µM; 290,000 tested, 0.89% active;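 active means inhibition above the mean of all tested compounds plus 3 SD, cutoff set per screening run, cut at about 7.5% in these data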;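 further: red hydrolysis product quenches plate fluorescence so inhibitors raise well fluorescence; 0% = enzyme with DMSO and 100% = DMSO without enzyme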
FID counter: compounds displacing fluorescent DNA intercalator, primary screen, artefact control for HCV NS3 helicase inhibitor project, biochemical, FID fluorescence; DNA fluorescent intercalator displacement; inhibition, % at 7.9 µM; 290,000 tested, 0.17% active; in the data active means inhibition above about 37%;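 further: 0% = vehicle and 100% = reference compound; higher means more ethidium bromide displaced from hairpin DNA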
GPR7 antag: GPR7 receptor antagonists, primary screen, cell-based, fluorescence, single concentration; Neuropeptides B/W receptor type 1 (Homo sapiens), P48145; GPR7-expressing cells, fluorescence antagonist assay; inhibition, % at 4.4 µM; 290,000 tested, 1.1% active; in the data active means inhibition above about 16%, passing the limit was not always enough;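 further: cells stimulated with the agonist NPW; 0% = agonist with vehicle and 100% = vehicle without agonist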
GalR3 antag: GalR3 antagonists in HEK293 cells, primary screen, cell-based, fluorescence readout. 360,000 tested, 0.44% active. Galanin receptor type 3 (Homo sapiens), O60755. AID 651719, 2012. inhibition, % at 3 µM. HEK293 GalR3-CNG cAMP membrane potential fluorescence; galR3 body fused to GalR1 C-terminus;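 active means inhibition above the screen-wide average plus 3 SD, cut at about 13% in these data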;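 further: forskolin and galanin both at EC90 stimulate the cells; cAMP rise reported by CNG channel membrane potential dye signal; 0% = forskolin plus galanin with DMSO and 100% = forskolin alone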
HCV NS3 hel inh: inhibitors of HCV NS3 helicase, primary screen, biochemical, Cy5 molecular beacon fluorescence; Hepatitis C virus NS3 helicase; NS3 helicase DNA unwinding; inhibition, % at 10.9 µM; 290,000 tested, 0.56% active;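 active means inhibition above the mean of all tested compounds plus 3 SD, set per campaign, cut at about 35% in these data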;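 further: 0% = DMSO wells and 100% = thioflavine S control wells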
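System: NS3 helicase fragment of HCV / Schedule: 1 h at 25 °C / Control set: DMSO alone as 0% and 110 µM thioflavine S as 100% / Reagent: Cy5/quencher beacon DNA duplex and ATP to start / Technique: Cy5 fluorescence / Replication: singlicate / Evaluation: % inhibition of end-to-start signal ratio versus controls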
V1R ag counter: agonists of human V1a receptor, primary screen, counter-screen for OXTR agonist project, fluorescence, CHO-V1R cells. activation, % at 3 µM. Fluo-8 calcium fluorescence, agonist mode; 0% DMSO, 100% 3 nM vasopressin. Vasopressin V1a receptor (Homo sapiens), P37288. 320,000 tested, 0.25% active;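 active means activation above the mean activation of all tested compounds plus 3 SD, per screening run, cut at about 20% in these data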;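 further: signal is peak over basal fluorescence ratio across a 100 second FLIPR read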
Target sequence (P37288 whole entry, looked up): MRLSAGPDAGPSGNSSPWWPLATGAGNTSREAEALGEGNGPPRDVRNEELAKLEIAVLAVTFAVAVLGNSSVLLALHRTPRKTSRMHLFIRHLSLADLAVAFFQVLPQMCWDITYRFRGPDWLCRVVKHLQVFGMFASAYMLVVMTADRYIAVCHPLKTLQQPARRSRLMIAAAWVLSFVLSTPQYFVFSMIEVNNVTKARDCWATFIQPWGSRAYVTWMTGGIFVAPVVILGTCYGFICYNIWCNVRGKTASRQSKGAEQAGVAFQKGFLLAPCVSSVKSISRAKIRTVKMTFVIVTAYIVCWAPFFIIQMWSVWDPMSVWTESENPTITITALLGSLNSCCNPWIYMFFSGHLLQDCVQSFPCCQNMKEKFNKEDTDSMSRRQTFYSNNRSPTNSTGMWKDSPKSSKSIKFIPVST
IMP-1 inh: IMP-1 metallo-beta-lactamase inhibitors, primary screen, biochemical, epi-absorbance readout, Pseudomonas aeruginosa enzyme | metallo-beta-lactamase IMP-1 (Pseudomonas aeruginosa) | purified IMP-1, nitrocefin hydrolysis, epi-absorbance fluorescence | inhibition, % at 5.6 µM | 290,000 tested, 0.45% active | AID 1556, 2009;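 active means inhibition above the mean plus 3 SD of all compounds in the same screening run, cut at about 4.5% in these data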;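 further: 0% = IMP-1 with DMSO and 100% = DMSO wells lacking enzyme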
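System – purified recombinant IMP-1 beta-lactamase · Input – IMP-1 dispensed at 0.2 nM · Timing – 15 min preincubation plus 25 min reaction at 25 °C · Signal – Epi-absorbance fluorescence, 480 nm excitation, 530 nm emission · Measure – percent IMP-1 inhibition derived from blank-referenced optical density · Controls – Enzyme-plus-DMSO low control, enzyme-free DMSO high control · Replication – singlicate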
PHOSPHO1 inh: PubChem AID 1565; Phosphoethanolamine/phosphocholine phosphatase (Homo sapiens), Q8TCT1; recombinant PHOSPHO1, absorbance phosphatase assay; inhibition, % at 13.3 µM; 290,000 tested, 1.1% active; in the data active means inhibition above about 60%
Target sequence (Q8TCT1 whole entry, looked up): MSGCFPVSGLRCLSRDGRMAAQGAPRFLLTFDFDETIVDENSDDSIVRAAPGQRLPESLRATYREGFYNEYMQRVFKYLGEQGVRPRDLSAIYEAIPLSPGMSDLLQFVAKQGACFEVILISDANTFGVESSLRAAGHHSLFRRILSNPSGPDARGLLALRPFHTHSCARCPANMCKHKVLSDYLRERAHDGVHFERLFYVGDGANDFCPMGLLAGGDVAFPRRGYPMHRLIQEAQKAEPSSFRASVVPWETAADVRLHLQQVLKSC
* marks the source's active call; other numbers are inactive results; . = not tested or not shown; & = joins results of further samples.

SMILES	OXTR ag	VIM-2 inh	FID counter	GPR7 antag	GalR3 antag	HCV NS3 hel inh	V1R ag counter	IMP-1 inh	PHOSPHO1 inh
CCc1nnc(NC(=O)c2ccc(S(=O)(=O)N(C)c3ccccc3)cc2)o1	-0.5	-1.4	-21	-9	-5	3	-0.3	-1.9	-13
O=C(O)C1OC(Oc2c(-c3ccc(O)c(O)c3)oc3cc(O)cc(O)c3c2=O)C(O)C(O)C1O (stereo unspecified)	-0.1	-0.3	-3	11	.	4	0.4	-3.5	6
CC(C)(C)NC(=O)C(c1ccncc1)N(Cc1ccco1)C(=O)c1ccc(-c2ccccc2)[nH]1 (stereo unspecified)	0.3	-4.1	-19	-7	3	12	0.7	-3.0	36
Cc1ccc(CNC(=O)C2CCN(S(=O)(=O)c3c(C)noc3/C=C/N(C)C)CC2)cc1	-0.4	-0.8	-35	3	3	1	0.5	0.0	17
Cc1cc(C)c([N+](=O)[O-])cc1NCC(=O)N1CCN(c2ccccc2)CC1	-2.1	-4.2	4	-14	-7	15	-1.2	-3.0	28
COC(=O)c1ccc2c(c1)N(C)S(=O)(=O)c1cnc(SCC(=O)C(C)(C)C)nc1-2	0.3	-1.3	0	-6	-1	20	0.1	-2.5	22
CCC(NC(=O)C1(C)CC1(Br)Br)c1ccc(C)cc1 (stereo unspecified)	-2.0	-4.0	-3	-4	-3	3	-1.0	-1.9	37
COc1ccc(CCn2c(=S)[nH]c3cc(C(=O)N4CCOCC4)ccc3c2=O)cc1OC	0.5	-0.6	-1	-9	-5	-9	1.8	0.1	-20
CCOC(=O)C1=C(C)NC(C)=C(C(=O)OCC)C1	0.3&-1.3	-0.7&-2.4	-2&-6	-14&6	-4&-1	-5&-5	0.1&0.9	-1.3&-1.4	-3&29
CC(=O)Nc1ccc2c(c1)CCCC2=O	1.3	0.2	0	2	2	8	0.2	-1.8	32
CCCCCn1c(=NC(=O)c2ccco2)c(C(=O)OCC)cc2c(=O)n3ccccc3nc21	-1.3	6.3	0	-5	-5&-6	7	-0.4	-4.4	10
CCC(CC)C(=O)Nc1nnc(S(=O)(=O)N2CCc3ccccc32)s1	-1.5	0.0	-11	-2	-5	-15	-1.1	-1.1	25
CC(=O)NC1C(=O)N(CCN2CCOCC2)c2ccc(Br)cc21 (stereo unspecified)	1.0	-1.8	-1	-2	-7	5	1.3	-4.4	32
Cc1ccc2cc(C(=O)O)c(C)nc2c1	1.4	-0.5	3	-3	1	-13	0.1	-2.2	8
COC(=O)c1ccc(C(NC(=O)OCc2ccccc2)/C(F)=C/[C@@H](C)C(=O)NCc2ccc(OC)c(OC)c2)cc1 (stereo partly specified)	-1.0	0.1	-19	-8	2	-11	-0.9	-0.8	6
COc1ccc(CC(=O)O/N=C(\N)c2cccc([N+](=O)[O-])c2)cc1	-1.0	-1.1	2	-7	-3	-9	0.2	0.8	-2
CCOc1ccccc1NC(=O)C(OC(=O)c1ccc(CC)cc1)c1ccccc1 (stereo unspecified)	0.9	-2.9	3	-9	-8	-7	0.5	-2.1	23
Cc1ccc(C(=O)Nc2ccc(Br)c(C(F)(F)F)c2)cc1	0.1	-1.6	2	-6	2	-12	2.0	1.4	18
CCCCOC(=O)c1nc[nH]c1C(=O)OCCCC	-0.5	-2.1	-19	0	-4	-1	-0.9	-2.2	30
NC(=O)c1c(N)sc(=S)n1CC1CCCO1 (stereo unspecified)	-0.6	-0.9	3	-2	-1	0	-0.9	-1.8	11
CCC(=O)Nc1c(C)nn(C(=O)CC)c1C	0.0	-1.2	1	-5	-3	8	0.2	-0.8	-8
CCOC(=O)c1c(NC(=O)Cn2cnc([N+](=O)[O-])n2)sc2c1CCCC2	0.9	-1.7	5	-8	-6	-13	0.3	-4.2	-8
Cc1[nH]c2ccccc2c1C(=O)CN1C(=O)C(=O)N(Cc2ccco2)C1=O	2.5	-1.7	0	-4	-2	-2	1.7	-3.3	20
CC1(C)CC(=O)C=C(C(=O)N2CCCC(CCC(=O)NCc3ccccc3F)C2)O1 (stereo unspecified)	-0.2	-2.4	-11	-5	1	3	-1.1	-1.1	18
CCOc1ccc(S(=O)(=O)N(CC)CC)cc1NS(=O)(=O)c1ccc(F)c(F)c1F	-0.5	-1.0	-23	-10	-1	8	2.7	-1.7	2
CCOC(=O)C1=CN(c2cccc(F)c2)C=C(C(=O)OCC)C1c1cc(OC)c(O)c([N+](=O)[O-])c1	-1.2	1.6	0	-11	-2	4	-0.4	-2.0	7
C/C(=N\NC(=O)c1ccccc1)c1ccc(-n2ccnc2)cc1	-0.2	0.5	-5	-9	-3	8	-0.1	-2.0	-4
CCC(C)NC(=O)c1ccccc1-c1nc2ccccc2[nH]1 (stereo unspecified)	0.3	-3.9	-1	-12	-4	0	0.0	-2.7	-5
COc1cccc(C(=O)N2CCC(N3CC(C)OC(C)C3)CC2)c1 (stereo unspecified)	0.5	-1.3	0	11	-4	-14	0.6	0.3	-3
CCOC(=O)c1c(N)sc(C(=O)Nc2ccccc2F)c1C	-1.4	-0.6	-13	3	-2	-9	-0.7	-4.4	28
CSc1nc2cc(S(=O)(=O)N3CCOCC3)ccc2s1	-1.1	0.6	-5	-6	-5	-1	0.0	-1.2	17
Cc1cc(C)nc(SCc2nnc(SCC(=O)Nc3ccc(C)c(C)c3)n2Cc2ccco2)n1	-1.9	-2.6	-34	2	1	2	1.1	-2.4	-39
COc1ccc(NC(=O)c2cc3cccc(OC)c3oc2=Nc2ccc(C(=O)O)cc2)cc1OC	.	-0.1	1	-6	-3	-19	.	-1.1	36
Cc1ccc(NS(=O)(=O)c2cc(-c3n[nH]c(=O)c4ccccc34)ccc2C)cc1	1.9	-1.1	-19	-8	-3	19	2.4	-1.2	-5
Cc1cc(-c2cc(C(=O)O)c3ccccc3n2)c(C)s1	-0.1	-2.7	2	3	-3	4	0.5	-2.4	24
O=C(NNC(=O)C1CC1)c1ccccc1[N+](=O)[O-]	.	-1.7	-6	-10	-3	-3	.	-0.8	17
COc1ccc2[nH]c3c(N4CCN(Cc5ccc6c(c5)OCO6)CC4)ncnc3c2c1	1.5	1.5	9	14	-7	-23	4.9	-3.7	6
O=S(=O)(Nc1nc2ccccc2nc1NCC1CCCO1)c1cccc(Cl)c1 (stereo unspecified)	1.6	0.1	-47	-4	-3	25	1.6	1.4	2
O=c1c2ccccc2cnn1-c1ccc2ccccc2c1	-1.3	-0.5	-5	12	-7	0	-1.4	-4.0	1
CC(C)OC(=O)CSc1nnc(-c2ccncc2)n1N	0.5	-1.4	-2	-12	-3	-2	0.2	-1.3	-6

Reformatted: entries from further up
O=S(=O)(Nc1nc2ccccc2nc1NCC1CCCO1)c1cccc(Cl)c1 (stereo unspecified)
  OXTR ag: 1.6
  VIM-2 inh: 0.1
  FID counter: -47
  GPR7 antag: -4
  GalR3 antag: -3
  HCV NS3 hel inh: 25
  V1R ag counter: 1.6
  IMP-1 inh: 1.4
  PHOSPHO1 inh: 2
O=c1c2ccccc2cnn1-c1ccc2ccccc2c1
  OXTR ag: -1.3
  VIM-2 inh: -0.5
  FID counter: -5
  GPR7 antag: 12
  GalR3 antag: -7
  HCV NS3 hel inh: 0
  V1R ag counter: -1.4
  IMP-1 inh: -4.0
  PHOSPHO1 inh: 1

Remaining list, next part:
SMILES	OXTR ag	VIM-2 inh	FID counter	GPR7 antag	GalR3 antag	HCV NS3 hel inh	V1R ag counter	IMP-1 inh	PHOSPHO1 inh
COc1ccc(S(=O)(=O)Nc2ccc(S(=O)(=O)Nc3cc(C)nc(C)n3)cc2)cc1OC	0.8	-1.8	-4	-6	-6	3	-0.6	-2.6	15
CCOc1cc(N2CCOCC2)c(OCC)cc1NC(=O)CSc1ncn[nH]1	0.1	3.8	-4	-7	-4	-4	-0.2	0.6	15
CC1(C)CC(NC(=O)c2ccc(Cl)c(Cl)c2)CC(C)(C)N1	1.4	0.3	12	-1	-10	-3	-0.1	0.1	.
COc1ccc(CC2CC(=O)N(c3ccc(C)cc3)C2=O)cc1 (stereo unspecified)	-0.3	-1.5	-18	-4	-2	-5	-0.2	-5.8	46
O=C(COc1ccc(Cl)cc1)NCCN1CCCC1	5.1	0.6	0	-12	-9	1	0.5	-1.6	.
O=C(CSc1nnnn1-c1cccnc1)NCc1cccs1	-1.3	-1.2	-5	-1	-6	1	0.2	-2.9	20
COc1cc(NS(=O)(=O)c2ccc(NC(=S)NC(=O)/C=C/c3ccc(F)cc3)cc2)ncn1	-0.4	-0.7	-2	-16	-7	8	0.2	0.9	3
c1ccc(OCCCN2CCCC2)cc1	1.0	-2.9	2	-8	-6	-1	0.6	-4.9	15
Cc1nc(-c2ccc(S(=O)(=O)N3CCCCCC3)cc2)cs1	3.7	-4.1	-18	-4	-1	-1	3.3	-3.9	5
O=C(c1cccc(-c2ccccc2)c1)N1CC[C@@H](N2CCC(O)CC2)[C@H](O)C1	-0.4	-3.7	4	12	-7	-1	1.5	-2.9	33
C=CCSc1nc2ccccc2n1C(=O)/C=C/c1ccc(OC)c(OC)c1	-0.6	0.8	3	-7	-7	-1	0.0	-0.2	42
Cc1c(NC(=S)Nc2ccc(Cl)cc2)c(=O)n(-c2ccccc2)n1C	0.1	-1.0	-2	-5	-6	5	1.6	-3.1	37
CC(C)c1ccc(NC(=O)CN2C(=O)c3ccccc3S2(=O)=O)cc1	0.1	0.6	-10	5	-6	7	8.0	-0.3	6
O=C(NCCC1=CCCCC1)C1CCC(=O)N(Cc2ccc(Cl)cc2)C1 (stereo unspecified)	-1.1	-3.6	-35	-8	-2	-9	-0.9	-1.5	46
COc1ccc(CCNC(=O)c2cc(COc3c(F)cccc3F)on2)c(OC)c1	0.0	-2.6	-21	-9	-3	-13	1.1	-2.1	43
CCn1nc(NS(=O)(=O)c2ccc([N+](=O)[O-])cc2)c2cc3cc(C)ccc3nc21	-0.6	1.1	-21	-14	-4	6	0.0	-0.8	28
Cc1ccc(/C([O-])=C(/C(=S)Nc2ccc(SC(F)F)cc2)[n+]2ccccc2)cc1[N+](=O)[O-]	2.0	-5.0	15	-13	2	0	1.0	-6.1	-21
CN1CCN(c2ccc(S(=O)(=O)N3CCOCC3)cc2NC(=O)COc2ccc(F)cc2Cl)CC1	1.0	-2.0	20	-12	-3	-18	0.7	-1.1	41
COc1ccc(N=Cc2oc3ccc4ccccc4c3c2O)cc1	11	-1.6	-6	-1	-5	0	19	-1.4	32
C/C(=N\NS(=O)(=O)c1ccc([N+](=O)[O-])cc1)c1ccc(NC(=O)c2ccco2)cc1	0.3	0.3	-9	10	-4	-2	0.4	0.3	-10
CC(=O)NCCOC(=O)Nc1sc(=S)n(C)c1C	-0.1	-1.5	2	-6	-4	5	0.0	-5.3	-2
